# Screening results: PubChem, Broad Institute
# ERp5 inh: ERp5 (human) disulfide isomerase inhibition; inhibition, % at 9.99 µM; AID 651711; Q15084; ERp5 insulin aggregation, absorbance 650 nm, 90 min; 0.05% of 350,000 active;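 active = mean replicate inhibition above about 25%, with every replicate also reaching it, limit read from the data, passing the limit was not always enough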
# Target sequence (Q15084 whole entry, looked up): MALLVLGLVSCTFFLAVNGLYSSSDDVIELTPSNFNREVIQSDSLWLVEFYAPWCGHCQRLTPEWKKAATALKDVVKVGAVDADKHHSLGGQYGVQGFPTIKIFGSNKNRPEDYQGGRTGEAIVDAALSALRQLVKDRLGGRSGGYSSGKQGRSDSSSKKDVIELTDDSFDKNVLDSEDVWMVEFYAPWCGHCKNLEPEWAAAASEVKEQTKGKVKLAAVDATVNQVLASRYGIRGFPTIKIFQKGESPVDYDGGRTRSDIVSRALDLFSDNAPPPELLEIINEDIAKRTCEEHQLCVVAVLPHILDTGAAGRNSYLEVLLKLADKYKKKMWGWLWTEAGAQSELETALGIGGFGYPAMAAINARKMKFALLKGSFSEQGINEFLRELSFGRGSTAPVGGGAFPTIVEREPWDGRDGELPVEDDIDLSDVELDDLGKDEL
# SIRT5 inh: inhibitors of human sirtuin-5 desuccinylase; Purified SirT5, succinyl-peptide AMC, trypsin-coupled fluorescence; 1.1% of 330,000 active; AID 652115; inhibition, % at 15 µM; in the data active = inhibition above about 15%
# Target sequence (Q9NXA8 whole entry, looked up): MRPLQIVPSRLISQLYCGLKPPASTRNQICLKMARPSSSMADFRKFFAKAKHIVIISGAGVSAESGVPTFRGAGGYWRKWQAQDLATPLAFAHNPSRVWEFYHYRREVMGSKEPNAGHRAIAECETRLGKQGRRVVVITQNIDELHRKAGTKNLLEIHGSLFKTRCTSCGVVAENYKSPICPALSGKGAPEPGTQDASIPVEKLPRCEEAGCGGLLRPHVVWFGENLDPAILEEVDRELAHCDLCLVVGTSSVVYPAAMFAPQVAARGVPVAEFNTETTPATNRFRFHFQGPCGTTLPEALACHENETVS
# Numbers without * were called inactive; & = joins results of further samples. Not all compounds are listed (hit frequency here may not be typical).
(1) C#CCN(C[C@@H]1[C@@H](OC(=O)Nc2cccs2)[C@@H](OC(=O)Nc2cccs2)C[C@H](C(=O)OC)[C@@H]1C(=O)OC)S(=O)(=O)c1ccc(C)cc1
  ERp5 inh: 2
  SIRT5 inh: 0

(2) Cc1ccc(NCc2nnc(SCC(N)=O)n2CCc2ccccc2)cc1
  ERp5 inh: -1
  SIRT5 inh: 11

(3) O=C(NCc1ccccc1)C(c1cc2ccccc2o1)n1c(=O)c(-c2ccco2)nc2ccccc21 (stereo not drawn)
  ERp5 inh: 3
  SIRT5 inh: -2

(4) O=C(N[C@H](Cc1ccccc1)C(=O)N1CCN(C(=O)N2CCOCC2)CC1)[C@H]1O[C@@H](n2ccc(=O)[nH]c2=O)[C@H](O)[C@@H]1O
  ERp5 inh: 0
  SIRT5 inh: -1

(5) CCOC(=O)C1CCCN(CC(=O)c2c[nH]c3ccc(C)cc23)C1 (stereo not drawn)
  ERp5 inh: -1
  SIRT5 inh: -1

(6) O=C(N/N=C/c1cccnc1)c1ccc(Cn2cc([N+](=O)[O-])cn2)o1
  ERp5 inh: 2
  SIRT5 inh: 1

(7) O=C(Cc1ccc(Cl)cc1)Nc1ccc2c(c1)C(=O)NC2=O
  ERp5 inh: 1
  SIRT5 inh: 0

(8) N#C[C@H]1[C@H](c2ccccc2C2=CCCCC2)[C@H](CO)N1C(=O)c1ccccn1
  ERp5 inh: 1
  SIRT5 inh: 1

(9) c1ccc(CCN(Cc2ccccc2)Cc2nc(C3CC3)no2)cc1
  ERp5 inh: -5
  SIRT5 inh: -3

(10) COc1ccccc1-c1cn(CC[C@@H]2CC[C@H](NC(=O)C3CCCC3)[C@@H](CO)O2)nn1
  ERp5 inh: -2
  SIRT5 inh: 1

(11) CCOc1ccc(-n2c(C)cc(/C=C3/C(=N)N4C(=NC3=O)SN=C4S(C)(=O)=O)c2C)cc1
  ERp5 inh: 1
  SIRT5 inh: 6

(12) COc1ccc(CN(C)C[C@H]2Oc3ccc(NC(=O)CCCN(C)C)cc3C(=O)N([C@H](C)CO)C[C@H]2C)cc1
  ERp5 inh: 0
  SIRT5 inh: -5

(13) COCCNC(=O)C1C(=O)Nc2ccccc2C(=O)N1Cc1ccccc1 (stereo not drawn)
  ERp5 inh: 3
  SIRT5 inh: -2

(14) CCCNC(=O)N1CCC2(CC1)CN(C(=O)CC1CC1)[C@@H](CO)c1[nH]c3cc(OC)ccc3c12
  ERp5 inh: 8
  SIRT5 inh: -4

(15) CCS(=O)(=O)N1CC(=O)N2[C@H](CO)[C@H](c3ccc(C4=CCCCC4)cc3)[C@@H]2C1
  ERp5 inh: 0
  SIRT5 inh: 22*

# Entries of single compounds, looked up by structure. Screens in order: ERp5 inh, SIRT5 inh
# O=C(Cc1ccc(Cl)cc1)Nc1ccc2c(c1)C(=O)NC2=O is listed as 1, 0
# O=C(N[C@H](Cc1ccccc1)C(=O)N1CCN(C(=O)N2CCOCC2)CC1)[C@H]1O[C@@H](n2ccc(=O)[nH]c2=O)[C@H](O)[C@@H]1O is listed as 0, -1

# Structural class: the compounds so far containing an NH in an aromatic ring
(4) O=C(N[C@H](Cc1ccccc1)C(=O)N1CCN(C(=O)N2CCOCC2)CC1)[C@H]1O[C@@H](n2ccc(=O)[nH]c2=O)[C@H](O)[C@@H]1O
  ERp5 inh: 0
  SIRT5 inh: -1

(5) CCOC(=O)C1CCCN(CC(=O)c2c[nH]c3ccc(C)cc23)C1 (stereo not drawn)
  ERp5 inh: -1
  SIRT5 inh: -1

(14) CCCNC(=O)N1CCC2(CC1)CN(C(=O)CC1CC1)[C@@H](CO)c1[nH]c3cc(OC)ccc3c12
  ERp5 inh: 8
  SIRT5 inh: -4

# Further compounds:
(16) CN(C)C(=O)c1ccc(-c2ccc([C@@H]3[C@@H](CO)N4C(=O)CN(C(=O)CC5CC5)C[C@H]34)cc2)cc1
  ERp5 inh: 7
  SIRT5 inh: 2

(17) COc1ccc2c3c([nH]c2c1)[C@@H](CO)N(C(=O)Nc1ccc(F)cc1)CC31CCN(S(=O)(=O)c2cccc(F)c2)CC1
  ERp5 inh: 7
  SIRT5 inh: 3

(18) O=C(N[C@H](C(=O)N1CCC[C@H]1C(=O)NCc1ccccc1)C1CCCCC1)c1ccc(Cl)cc1Cl
  ERp5 inh: 2
  SIRT5 inh: 0

(19) COc1ccc(S(=O)(=O)N(C)C[C@@H]2OCCCC[C@@H](C)Oc3ccc(NS(=O)(=O)c4ccc(Cl)cc4)cc3C(=O)N([C@@H](C)CO)C[C@H]2C)cc1
  ERp5 inh: 12
  SIRT5 inh: 17*

(20) O=C(Nc1ccccc1)N1CC(=O)N2[C@@H](CO)[C@H](c3ccc(C#CC4CCCC4)cc3)[C@@H]2C1
  ERp5 inh: 2
  SIRT5 inh: 5

(21) CCC(=O)N1CCC2(CC1)CN(C(=O)c1cnccn1)[C@H](CO)c1c2c2ccc(OC)cc2n1C
  ERp5 inh: -2
  SIRT5 inh: 2

(22) O=C(NC1CCCCC1)C1c2ccccc2OCC(=O)N1Cc1cccnc1 (stereo not drawn)
  ERp5 inh: 2
  SIRT5 inh: -2

(23) CCCNC(=O)N1CC2(CN(CC3CC3)C2)c2c([nH]c3cc(OC)ccc23)[C@H]1CO
  ERp5 inh: 7
  SIRT5 inh: 4

(24) CCN1CC(=O)N2[C@H](CO)[C@@H](c3ccc(-c4cccnc4)cc3)[C@H]2C1
  ERp5 inh: -3
  SIRT5 inh: 8

(25) Clc1ccc2c(c1)nc1n2CCCC1
  ERp5 inh: -2
  SIRT5 inh: 2

(26) C[C@@H]1CN([C@@H](C)CO)C(=O)c2c(c3ccccc3n2C)-c2ccccc2CO[C@@H]1CN(C)Cc1ccc2c(c1)OCO2
  ERp5 inh: -2
  SIRT5 inh: 20*

(27) CC(C)c1cc(Cn2c3ccccc3c(=O)n2C(C)Cn2cc(CCCC#N)nn2)on1 (stereo not drawn)
  ERp5 inh: -2
  SIRT5 inh: -17

(28) COC(=O)[C@]12CCCCC=C1N(Cc1ccc(Cl)cc1Cl)C(=O)[C@H](CC(=O)N1CCOCC1)C2
  ERp5 inh: 6
  SIRT5 inh: 1

(29) COC(=O)[C@@]12C[C@@H](CC(=O)N3CCC(c4ccccc4)CC3)C(=O)N(Cc3ccc4c(c3)OCO4)C1=CCC(C)(C)C2
  ERp5 inh: -3
  SIRT5 inh: 3

(30) COCC(=O)N1[C@@H](C#N)[C@@H](c2ccccc2-c2ccccc2F)[C@@H]1CO
  ERp5 inh: 4
  SIRT5 inh: -5

(31) Nc1nc2c(ncn2[C@@H]2O[C@H](C(=O)NCC(c3ccccc3)c3ccccc3)[C@@H](O)[C@H]2O)c(=O)[nH]1
  ERp5 inh: 5
  SIRT5 inh: 1

(32) CC(C)C[C@H]1CN(CCCC[C@@H]2CNC(=O)C(=O)N2Cc2ccccc2)C(=O)C(=O)N1Cc1ccccc1
  ERp5 inh: 3
  SIRT5 inh: -1

(33) CCCCc1c(Cc2cccc(F)c2)ncn1CCc1ccccc1OC
  ERp5 inh: -10
  SIRT5 inh: 1

(34) Cc1ccc2c(c1)-c1ncc(C(=O)c3cc(Br)ccc3O)cc1CO2
  ERp5 inh: 5
  SIRT5 inh: 1

(35) CC(C)CN(C(=O)CN(C)C(=O)c1ccco1)c1c(N)n(CC(C)C)c(=O)[nH]c1=O
  ERp5 inh: -2
  SIRT5 inh: -3

(36) CN1CCCN(C(=O)C2CCCCC2)CC1
  ERp5 inh: 3
  SIRT5 inh: 0

(37) CN(C)C(=O)C[C@@H]1C=C[C@H](NC(=O)C2CCOCC2)[C@@H](CO)O1
  ERp5 inh: -13
  SIRT5 inh: -1

(38) COc1ccc(-c2ccccc2[C@H]2[C@@H](C#N)N(C(=O)C3CCOCC3)[C@H]2CO)cc1
  ERp5 inh: -2
  SIRT5 inh: 2

(39) COc1cccc(NC(=O)N2CC(=O)N3[C@@H](CO)[C@@H](c4ccc(Br)cc4)[C@@H]3C2)c1
  ERp5 inh: -2
  SIRT5 inh: -3

(40) O=C(C1CCCCC1)N1CC(=O)N2[C@H](CO)[C@H](c3ccc(C#Cc4cccc(F)c4)cc3)[C@@H]2C1
  ERp5 inh: 1
  SIRT5 inh: 2

(41) O=C(Nc1ccc(F)cc1)C(CCc1ccccc1)N1CCN(c2cccc(C(F)(F)F)n2)CC1 (stereo not drawn)
  ERp5 inh: 1
  SIRT5 inh: -5

(42) O=C(NC1CCCC1)C1C(c2ccc(C(F)(F)F)cc2)=Nc2ccccc2N1C(=O)c1cccc(C(F)(F)F)c1 (stereo not drawn)
  ERp5 inh: 4
  SIRT5 inh: -1

(43) COc1cccc(S(=O)(=O)N2C[C@@H]3N[C@H](C2)C3c2ccc(-c3cccc(C)c3)cc2)c1 (stereo partly drawn)
  ERp5 inh: 10&-2
  SIRT5 inh: 5&8

(44) NC1=C([N+](=O)[O-])C(c2ccc(F)cc2)C2=C(CCCC2=O)O1 (stereo not drawn)
  ERp5 inh: -2
  SIRT5 inh: -2

(45) CCC(=O)N1[C@H](CO)[C@@H](c2ccc(/C=C/c3ccccc3)cc2)C12CN(S(C)(=O)=O)C2
  ERp5 inh: 6
  SIRT5 inh: -4

# Structural class, the entries above with a CF3 group
(41) O=C(Nc1ccc(F)cc1)C(CCc1ccccc1)N1CCN(c2cccc(C(F)(F)F)n2)CC1 (stereo not drawn)
  ERp5 inh: 1
  SIRT5 inh: -5

(42) O=C(NC1CCCC1)C1C(c2ccc(C(F)(F)F)cc2)=Nc2ccccc2N1C(=O)c1cccc(C(F)(F)F)c1 (stereo not drawn)
  ERp5 inh: 4
  SIRT5 inh: -1

# New compounds follow
(46) COCC(=O)N1CCC2(CC1)CN(Cc1ccc3c(c1)OCO3)[C@@H](CO)c1c2c2ccc(OC)cc2n1C
  ERp5 inh: 0
  SIRT5 inh: 10

(47) O=Cc1ccc(N2CCCC2)o1
  ERp5 inh: -1
  SIRT5 inh: -4

(48) CCCCCc1nc2c(c3c1CCCC3)CCCC2
  ERp5 inh: 6
  SIRT5 inh: -5

(49) CCC(=O)N1[C@@H]2c3ccc(-c4ccccc4F)c(=O)n3C[C@@H]2[C@@H](CO)[C@@H]1C(=O)NCCCN(C)C
  ERp5 inh: 1
  SIRT5 inh: -2

(50) O=[N+]([O-])c1cc(O)c2ncccc2c1
  ERp5 inh: 8
  SIRT5 inh: 3

(51) COc1ccccc1C#Cc1ccc([C@@H]2[C@@H](C#N)N(C(=O)C3CCCC3)[C@@H]2CO)cc1
  ERp5 inh: 0
  SIRT5 inh: 3

(52) Cc1ccc(Cn2cc(CN3CC(N4CCN(Cc5cccc(C)c5)CC4)CS3(=O)=O)nn2)cc1 (stereo not drawn)
  ERp5 inh: 1
  SIRT5 inh: 0

(53) O=C(C1CCCCC1)N1CCC(CO)(Cc2ccccc2Cl)CC1
  ERp5 inh: -5
  SIRT5 inh: 2

(54) C=CCNC(=O)c1ccsc1N
  ERp5 inh: -5
  SIRT5 inh: -5

(55) C[C@H](CO)N1C[C@H](C)[C@H](CN(C)Cc2ccc(-c3ccccc3)cc2)OCc2ccccc2-c2c(n(C)c3ccccc23)C1=O
  ERp5 inh: 13
  SIRT5 inh: 6

(56) O=C(C[C@@H]1C=C[C@H](NS(=O)(=O)c2ccccc2)[C@@H](CO)O1)N1CCC(Cc2ccccc2)CC1
  ERp5 inh: 3
  SIRT5 inh: 2

(57) CC(C)CC#Cc1cnc2c(c1)C(=O)N([C@@H](C)CO)C[C@@H](C)[C@@H](CN(C)C(=O)CC1CC1)O2
  ERp5 inh: 2
  SIRT5 inh: 13

(58) CC(=O)N1[C@H](CO)[C@@H](c2ccc(-c3ccccc3F)cc2)C12CN(CC1CCOCC1)C2
  ERp5 inh: -1
  SIRT5 inh: -4

(59) CC(C)NC(=O)N(C)C[C@H]1Oc2ccc(NC(=O)CCCCCC(=O)Nc3ccccc3N)cc2C(=O)N([C@@H](C)CO)C[C@H]1C
  ERp5 inh: 5
  SIRT5 inh: 3

(60) O=C(c1ccccc1)N1CC[C@@H]2[C@H](CO)Nc3ccc(C#CC4CCCCC4)cc3[C@@H]21
  ERp5 inh: 10
  SIRT5 inh: 4

(61) COc1ccc(NC(=O)Cn2nnc(C(=O)NCCc3ccc(OC)c(OC)c3)c2N)c(OC)c1
  ERp5 inh: 0
  SIRT5 inh: -5

(62) COc1ccc2c3c(n(C)c2c1)[C@@H](CO)N(Cc1ccccc1Cl)CC31CCN(C(C)=O)CC1
  ERp5 inh: -2
  SIRT5 inh: 3

(63) Cc1[nH]c2ccccc2c1CC(=O)Nc1ccc(Nc2cccnc2)c(-c2ccc(C(C)(C)C)cc2)c1
  ERp5 inh: -1
  SIRT5 inh: 2

(64) CCn1ccnc1CN(C)Cc1cn(C)nc1-c1ccccc1F
  ERp5 inh: -3
  SIRT5 inh: -1

(65) Cc1ccc(-n2c(C)cc(C3=NNC(=NC4CC4)SC3)c2C)cc1C
  ERp5 inh: 3
  SIRT5 inh: 1

(66) COC(=O)c1ccc2nc(-c3ccc(Cl)cc3)c(Cc3ccccc3)n2c1
  ERp5 inh: 7
  SIRT5 inh: -4

(67) CCCCn1nnnc1C(c1cc2ccccc2o1)N1CCN(CC(=O)N2CCCC2)CC1 (stereo not drawn)
  ERp5 inh: 2
  SIRT5 inh: -2

(68) COC(=O)c1ccc2nc(-c3ccc(C)cc3)c(Cc3ccc(C)cc3)n2c1
  ERp5 inh: -4
  SIRT5 inh: -3

(69) N#Cc1ccc(-c2ccc([C@@H]3[C@@H](CO)N4C(=O)CN(C(=O)Cc5ccccc5)C[C@H]34)cc2)cc1
  ERp5 inh: -1
  SIRT5 inh: -2

(70) COc1cccc(NC(=O)N2CC(=O)N3[C@H](CO)[C@H](c4ccc(Br)cc4)[C@@H]3C2)c1
  ERp5 inh: -6
  SIRT5 inh: -2

(71) O=C(Cc1ccc(Nc2nc(=S)[nH]c3ccccc23)cc1)NC1CCCCC1
  ERp5 inh: 1
  SIRT5 inh: -1

(72) O=C(C1CCC1)N1CC2(C1)[C@H](c1ccccc1)[C@H](CO)N2CCC(F)(F)F
  ERp5 inh: -1
  SIRT5 inh: -2

(73) COC(=O)c1ccc(COC(=O)CCC(=O)c2cccs2)cc1
  ERp5 inh: 3
  SIRT5 inh: -6

# Some values from above.
# Result for entry 66 under SIRT5 inh: -4
# Result for entry 69 under SIRT5 inh: -2
